ERK EGF inh: qHTS Assay for Inhibitors of the ERK Signaling Pathway using a Homogeneous Screening Assay; Stimulation with EGF; HEK293-V1b, EGF-stimulated phospho-ERK AlphaScreen; Potency, µM (highest dose often 11.5 µM), for inactives: top-dose activity change, negative = inhibition, hits mostly inhibitors; 130,000 tested, 0.41% active; AID 1454, 2008; active = well fitted inhibition curve with a large enough effect; inconclusive = small, poorly fitted or top-dose-only effect, or effect the other way;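 note: plate controls were stimulated vehicle wells for no effect and unstimulated vehicle basal for full effect; nearly all actives have a fitted effect of over 55% in size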
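Compounds are titrated over HEK293-V1b cells kept overnight in 1% FBS. After 30 min at 37C, EGF (25 nM final) triggers ERK phosphorylation for 5 min, measured by AlphaScreen in lysates.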
An asterisk follows results filed as active; ? = inconclusive; & = joins results of further samples; [ ] = remark or other dose. Potency is the fitted concentration of half-maximal effect. An excerpt (hit frequency here may not be typical).

SMILES	ERK EGF inh
CC(=O)OCC1CCCC2=C(C)C(=O)CCC21COC(C)=O (centres undefined)	8%
CC(NC(=S)Nc1ccccc1OC(F)F)C(C)(C)C (centres undefined)	24%
O=C(CSCc1cnn(-c2ccccc2)c1-n1cccc1)NCc1ccccn1	6%
O=C(N/N=C/c1ccc(O)cc1)c1cccc(C(F)(F)F)c1	4%
CCN(CC)C(=O)CN(c1cccc(Br)c1)S(C)(=O)=O	6%
O=C(NCc1ccccn1)c1nc(-c2ccc(C(F)(F)F)cc2)no1	3%
CN(Cc1cn(C)nc1-c1ccc(Oc2ccccc2)cc1)Cc1cnc2ccccn12	?
Cc1ccccc1NCC(=O)N/N=C/c1ccc([N+](=O)[O-])cc1	7%
CC1(C)C(=O)OC(c2cccc([N+](=O)[O-])c2)C2(CCCCC2)C1=O (centres undefined)	4%
O=C(O)c1sccc1S(=O)(=O)Nc1ccccc1N1CCCCC1	3%
CC[C@]12CCCN3CCc4c(n(c5ccccc45)C(=O)C1)[C@H]32	-8%
O=C(NCCCN1CCOCC1)c1sc2cc(Cl)ccc2c1Cl	?
Cc1ccc(N2NC(=O)/C(=C/c3ccc(-c4ccc(Cl)c(C(=O)O)c4)o3)C2=O)cc1C	2%[57.5 µM]
N#Cc1ccc(NC(=O)COC(=O)C2Cc3ccccc3CN2C(=O)c2ccccc2)cc1 (centres undefined)	-2%
O=C(Nc1ccnc(-c2ccncc2)n1)c1cccs1	-1%
CCC(=O)NC(=S)Nc1ccc(NC(=O)c2ccc(C)c([N+](=O)[O-])c2)cc1	-1%
Brc1ccc(N/N=C(/N=Nc2nn[nH]n2)c2ccccc2)cc1	?
COc1ccc(CCNC(=O)C(C)Sc2ccc(C)cc2)cc1OC (centres undefined)	-1%
NCCC[C@H](N)CC(=O)N[C@H]1CNC(=O)[C@@H]([C@@H]2C[C@H](O)N=C(N)N2)NC(=O)/C(=C/NC(N)=O)NC(=O)[C@@H](CO)NC(=O)[C@@H](CO)NC1=O	-9%[25.7 µM]
COC(=O)c1cc2cc(NS(=O)(=O)c3ccc(C)cc3)ccc2s1	-3%

Overlap with the part before: two entries; new compounds follow.
SMILES	ERK EGF inh
NCCC[C@H](N)CC(=O)N[C@H]1CNC(=O)[C@@H]([C@@H]2C[C@H](O)N=C(N)N2)NC(=O)/C(=C/NC(N)=O)NC(=O)[C@@H](CO)NC(=O)[C@@H](CO)NC1=O	-9%[25.7 µM]
COC(=O)c1cc2cc(NS(=O)(=O)c3ccc(C)cc3)ccc2s1	-3%
CCN(CC)CCCNC(=O)c1cc2c(Cl)nc3ccccc3c2s1	-11%
CN(C)/C=N/c1nc2ncc(-c3ccc(Cl)cc3)c(/N=C/N(C)C)n2n1	-2%
COc1ccc(CCC(=O)Nc2cccc(S(=O)(=O)N(C)C)c2)cc1OC	2%
CC(=O)NCC(=O)OCC(=O)c1ccc(Cl)cc1	-7%
COc1cc(C2NC(=O)NC3=C2C(=O)OC3)cc(OC)c1OC (centres undefined)	0%[57.5 µM]
COc1ccc2cc(S(=O)(=O)c3ccccc3)c(=O)oc2c1	-1%[57.5 µM]
Cc1nn(-c2ccccc2)c(N2CCCC2)c1/C=C1\N=C(c2ccccc2)OC1=O	-3%
CN(C)/C=C1\C(=O)N(C)N=C1C(F)(F)F	-4%
Cc1ccc2nc(-c3ccc(NC(=O)CN4CCN(c5ccccn5)CC4)cc3)sc2c1	-3%[57.5 µM]
COC(=O)CSc1[nH]c2cc(C)ccc2c1[N+](=O)[O-]	-1%
O=Cc1sc(Nc2ccccc2)nc1Cl	2%
O=C1CC(NCCc2ccccc2)C(=O)N1CCc1ccccc1 (centres undefined)	-2%[57.5 µM]
COc1ccc(C(=O)COc2ccc(F)cc2)c(O)c1	2%[57.5 µM]
Oc1c(Br)cc(Br)c2cccnc12	7%
Cc1ccccc1-n1c(SCC(=O)N/N=C/c2ccccc2OCC(=O)O)nc2ccccc2c1=O	4%[57.5 µM]
CCOC(=O)CSc1nc(C)cc2c1C(=O)OC2	-1%
Cn1c(N)c(C(=O)COC(=O)/C=C/c2ccc(S(=O)(=O)N3CCOCC3)cc2)c(=O)n(C)c1=O	-3%[57.5 µM]
O=C(O)COc1ccc2c3c(c(=O)oc2c1)CCCC3	2%
O=C(/C=C/c1ccc2c(c1)OCO2)Nc1ccc(Cl)cn1	2%
C=CCn1c(=O)/c(=C2/Sc3cc(OC)ccc3N2C)s/c1=C1\C(=O)N(CC)C(=S)N1C	?
NC(=O)CC(NC(=O)Cc1cccc2ccccc12)c1ccc(NCC2CC2)c([N+](=O)[O-])c1 (centres undefined)	-12%[57.5 µM]
Fc1ccc(Nc2c3c(nc4ccccc24)CCC3)cc1	1%
O=C(C1=C[C@@H](c2coc3ccccc3c2=O)C[C@@H](OCc2ccc(CO)cc2)O1)N1CCCCCCC1	-9%[57.5 µM]
CN(C)S(=O)(=O)c1cccc(NC(=O)COC(=O)COc2ccccc2[N+](=O)[O-])c1	8%
COc1cc(S(=O)(=O)n2cnc(C)c2)ccc1Br	15%
O=C(CN1CCCCCC1)Nc1cc(C(F)(F)F)ccc1Cl	2%
O=C(Nc1cccc(C(F)(F)F)c1)C(=O)N1CCCCC1	-14%[57.5 µM]
O=C(CSc1n[nH]c(=O)[nH]c1=O)Nc1ccc(C(=O)O)cc1	-2%
O=C(CSc1nccc(-c2cccs2)n1)Nc1ccc(F)c(Cl)c1	-5%[57.5 µM]
Cc1ccc(C(=O)COC(=O)CCN2C(=O)C3C4CC(C(Br)C4Br)C3C2=O)cc1 (centres undefined)	0%
Cc1ccc(CNC(=O)NCc2ccccc2)cc1	12%
Cc1ccc(/C=C/C(=O)NCc2ccco2)o1	4%
COc1ccc(N2C(=O)c3ccccc3C2=O)cc1	0%
COc1ccc(/C(O)=C2\C(=O)C(=O)N(Cc3ccco3)C2c2cc(OC)ccc2OC)cc1 (centres undefined)	15%[57.5 µM]
Cc1nn(CC#N)c(=O)n1-c1ccc(Cl)cc1	7%
N#CCC(=O)Nc1ccc(C(=O)Nc2cccc(S(N)(=O)=O)c2)cc1	10%[57.5 µM]
Cc1ccc(S(=O)(=O)N2CCN(S(=O)(=O)N3CCCCCC3)CC2)cc1	2%
Cc1ccc(Cl)cc1N1CCN(C(=O)Cc2csc(Nc3nc(=S)[nH]c4ccccc34)n2)CC1	-4%
COc1cccc(-c2nc(N3CCCC3)c3ccccc3n2)c1O	-13%[57.5 µM]
CN(C(=O)Cn1cc(C(F)(F)F)ccc1=O)c1c(N)n(Cc2ccccc2)c(=O)[nH]c1=O	-2%[57.5 µM]

Copied from the entries so far for reference:
SMILES	ERK EGF inh
NC(=O)CC(NC(=O)Cc1cccc2ccccc12)c1ccc(NCC2CC2)c([N+](=O)[O-])c1 (centres undefined)	-12%[57.5 µM]
Fc1ccc(Nc2c3c(nc4ccccc24)CCC3)cc1	1%
O=C(C1=C[C@@H](c2coc3ccccc3c2=O)C[C@@H](OCc2ccc(CO)cc2)O1)N1CCCCCCC1	-9%[57.5 µM]

The list continues:
SMILES	ERK EGF inh
CCN(CC)c1ccc(/C=C(\C#N)C(=O)c2ccc(Br)cc2)cc1	?
O=C(NCc1ccco1)c1c(F)c(F)c(F)c(C(=O)NCc2ccco2)c1F	-13%
CC1CN(C(=O)N2c3ccccc3Sc3ccccc32)CC(C)O1 (centres undefined)	-3%
CCOC(=O)c1cc2c(nc1C)-c1cc(Cl)cc(Cl)c1OC2O (centres undefined)	4%
C=C(C)CN(CC)C(=O)CSc1nc(O)cc(=O)n1C1CCCC1	-19%
O=C1CC(c2ccc(F)cc2)Cc2nc(NCC3CCCO3)ncc21 (centres undefined)	?
O=C(NCc1ccc2c(c1)OCO2)c1cc(=O)[nH]c2ccccc12	-1%[57.5 µM]
CCn1nc(C(=O)OCC(=O)NC(C)C)c2ccccc2c1=O	4%
CCOC(=O)c1c(C2CC2)csc1NC(=O)COC(=O)c1cnc(Cl)c(Cl)c1	8%
CCOC(=O)c1csc(COc2ccccc2Cl)n1	-3%[57.5 µM]
Cc1cc(Nc2cccc(Cl)c2C)n2ncnc2n1	-8%
COc1cc(NC(C)CCCN)c2ncccc2c1Oc1ccccc1 (centres undefined)	-11%
COc1ccc(NC(=O)CSc2nnc(-c3ccncc3)n2C)cc1	-7%
COc1ccc(C(=O)N/N=C/C(Br)=C/c2ccccc2)cc1	-2%
O=C(c1ccc(S(=O)(=O)N2CCCC2)cc1)N(Cc1ccco1)C1CCS(=O)(=O)C1 (centres undefined)	-3%[57.5 µM]
COc1ccc(N2CCN(C(=O)c3ccc(F)cc3)CC2)c([N+](=O)[O-])c1	-9%
O=C(/C=C/c1ccco1)Nc1ccccn1	3%
Cc1ccc(CNC(=O)/C=C/c2c(Cl)cccc2Cl)cc1	6%
COc1ccc(N2CCN(Cc3nc(-c4ccc(Cl)cc4Cl)no3)CC2)cc1	?
CC(C(=O)Nc1ccc(F)c(F)c1F)N(C)CC(=O)Nc1ccccc1Br (centres undefined)	-8%
C=CCn1c(COc2cccc(C)c2C)nnc1SCC(=O)N1CCN(c2ccccc2)CC1	-2%
O=C(CP(=O)(c1ccccc1)c1ccccc1)Nc1nc2ccc(Cl)cc2s1	-4%[57.5 µM]
CCCC(=O)NC(=S)Nc1ccccc1N1CCOCC1	-5%
O=S(=O)(Nc1cccc(-c2ccc3nncn3n2)c1)c1ccc(Cl)s1	4%
CC(C)(C)c1ccccc1OCCOCCNCc1ccccc1	?
CSc1ccc(CN2CCN(CC=C(C)C)C(CCO)C2)cc1 (centres undefined)	7%
COc1ccc(CC2(CO)CCN(Cc3ccncc3)CC2)cc1	2%
Cc1occc1C(=O)NNS(=O)(=O)c1ccc(Cl)cc1	8%
COc1ccc(/C(O)=C/c2nc3ccc(C(=O)NCCc4cccc(C)c4)cc3[nH]c2=O)cc1OC	5%
COc1ccc(C(=O)Nc2nc(C)c3cc4c(cc3n2)OCO4)cc1	2%
COC(=O)c1cc(C)sc1NC(=S)N1CCN(CCc2ccccc2)CC1	9%
COC(=O)/C(C#N)=C(/Nc1ccc(F)c(Cl)c1)C(F)(F)F	-20%[57.5 µM]
CCOc1ccc2cc(C3CC(c4ccco4)=NN3S(C)(=O)=O)c(=O)[nH]c2c1 (centres undefined)	-5%[57.5 µM]
CCN1CCN(CC(=O)Nc2sc3c(c2C#N)CCC3)CC1	23%
O=C(NNC1CC(=O)N(c2ccc(Cl)cc2)C1=O)c1ccccc1Cl (centres undefined)	1%
COc1cc(/C=N/Nc2nc3ccccc3s2)cc([N+](=O)[O-])c1O	-9%[57.5 µM]
Clc1cccc(OCc2nc(-c3ccncc3)no2)c1	-8%
COc1ccc(/C=C/C(=O)OCC(=O)Nc2cc(C(N)=O)cc(C(N)=O)c2)cc1	-4%
O=S(=O)(Nc1nc2ccccc2nc1Nc1cccc(S(=O)(=O)N2CCCCC2)c1)c1ccccc1	1%
C[C@]12CCC3c4ccc(O)cc4CCC3C1CC(O)C2O (some centres undefined)	-2%
CCCCOC(=O)c1ccc(NC(=O)C(=O)NCc2ccncc2)cc1	-1%
Cc1onc(C(=O)N2CCN(c3ccccc3F)CC2)c1-c1ccccc1Cl	4%
O=C(NCc1ccc(F)cc1)c1ccc(S(=O)(=O)Nc2cccc(C(F)(F)F)c2)cc1	8%
Cc1cc(=O)oc2cc(NC(=O)c3cc([N+](=O)[O-])ccc3N3CCOCC3)ccc12	15%
CC(=O)N1c2ccc(Cl)cc2C2OCCC2C1c1ccco1 (centres undefined)	-5%[57.5 µM]
Cc1ccc(S(=O)(=O)Oc2ccc(C)cc2/C=N/N=C2\NC(=O)C(C)S2)cc1 (centres undefined)	-2%
c1cnc2c(c1)ccc1cccnc12	-4%&25%
CCC12CN3CCN(CC(C3)/C1=N\NC(=O)c1ccc(Cl)cc1)C2	?
N=C(N)SCc1ccc(O)c([N+](=O)[O-])c1	-8%[57.5 µM]
CCCCNC(=O)N1CCN(Cc2cccc(F)c2)CC1	4%
O=C(O)Cc1nn(Cc2ccc(Br)cc2F)c(=O)c2ccccc12	3%
COc1ccc(NC(=S)Nc2ccccc2C(F)(F)F)cc1	-7%
COc1ccc(Cl)cc1-n1c(C)cc(C(=O)OCC(=O)N2CC(=O)Nc3ccccc32)c1C	0%
c1ccc(CN2CCC3(CCCc4ccccc43)CC2)cc1	3%
Fc1ccccc1/C=N/Nc1nc(N2CCCCC2)nc(N2CCCCC2)n1	7%
CCNC(=O)OCC12CC3CC(CC(C3)C1)C2	-7%
Cc1cc(C)cc(C(=O)N2CCN=C2SCc2ccc([N+](=O)[O-])cc2)c1	-2%
CCc1ccc(NC(=O)NCC2CCN(c3ccc(OC)cc3)C2)cc1 (centres undefined)	-17%[57.5 µM]
Cc1noc(C)c1-c1cc(N(C)C)ncn1	4%
CC(=O)N1C(C)c2ccccc2C(C)(C)CC12CCCCC2 (centres undefined)	11%

An excerpt of these results, with values ahead of the structure:
ERK EGF inh,SMILES
-8%[57.5 µM],N=C(N)SCc1ccc(O)c([N+](=O)[O-])c1
?,CCC12CN3CCN(CC(C3)/C1=N\NC(=O)c1ccc(Cl)cc1)C2
15%,Cc1cc(=O)oc2cc(NC(=O)c3cc([N+](=O)[O-])ccc3N3CCOCC3)ccc12
4%,Cc1noc(C)c1-c1cc(N(C)C)ncn1
-7%,COc1ccc(NC(=S)Nc2ccccc2C(F)(F)F)cc1

The main list resumes, starting 2 compounds before the break.
SMILES	ERK EGF inh
Cc1noc(C)c1-c1cc(N(C)C)ncn1	4%
CC(=O)N1C(C)c2ccccc2C(C)(C)CC12CCCCC2 (centres undefined)	11%
Cc1nc(N2CCCCC2)sc1C(=O)c1cccc([N+](=O)[O-])c1	?
CCOC(=O)NC(=S)Nc1cccc(NC(=S)NC(=O)OCC)c1	-4%[57.5 µM]
COc1ccc(Nc2cc(C)c3c(O)cccc3n2)cc1	0%[57.5 µM]
Cc1ccc(/C=N/n2c(C)nc3ccccc3c2=O)o1	-6%
N#CCC(=N)N1CCN(c2ccc(F)cc2)CC1	1%
CS(=O)(=O)Nc1ccccc1C(=O)NCCSCc1ccccc1	3%

Screening results: PubChem, National Center for Advancing Translational Sciences (NCATS)
